Screens (PubChem)
A350 autofl = compounds fluorescent in Alexa 350 spectral region. AID 590. max dye-equivalent concentration, M. Compound autofluorescence, 340/450 nm, Alexa 350 dye-equivalents; hits give high values. hit rate 11% among 59,000; in the data active = max dye-equivalent concentration above about 10 nM; inconclusive = mostly about 1.1 nM to 9.6 nM
BRCT PPI red = inhibitors of human BRCA1 BRCT-phosphoprotein interaction (red fluorophore); BRCT-phosphopeptide binding, red fluorescence polarization; P38398; hit rate 0.03% among 75,000; Potency, µM (series often up to 76.9 µM), for the others: top-dose activity change, negative = inhibition, actives largely listed as inhibitors; also: % is scaled to controls: 0 for no effect and ±100 for the full control effect
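Fluorescence polarization: 100 nM His-tagged BRCA1 BRCT with 100 nM TAMRA-labelled phospho-BACH1 decapeptide, phosphate buffer pH 7.3 with 150 mM NaCl, DTT, 0.01% Tween 20; 12 min RT. Binding inhibition seen as FP decrease.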
HEK293 cAMP ctrl = counter-screen for TSHR agonists: cAMP increase in parental HEK293; AID 938; Potency, µM (doses to about 57.1 µM), for the others: top-dose activation, actives largely listed as activators; parental HEK293 CNG cAMP sensor, membrane potential fluorescence; hit rate 2.5% among 73,000; also: potency is read from the fitted curve at half-maximal effect; % of control where 0% means no effect; nearly all actives have a fitted effect of over 55% in size
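Parental HEK 293 cells stably expressing a modified CNG channel (no TSHR) report cAMP rise as membrane depolarization. Membrane potential dye with 100 uM RO 20-1724 was loaded for 60 min at room temperature, then compound added for 30 min; fluorescence read at 590 nm.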
BRCT inh green = inhibitors of human BRCA1 BRCT-phosphoprotein interaction (green fluorophore); AID 875; P38398; BRCA1 BRCT-phosphopeptide binding, green fluorescence polarization; hit rate 0.05% among 75,000; Potency, µM (series often up to 76.9 µM), without a hit: at the highest dose activity change, negative = inhibition, most hits filed as inhibitors;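 also: potency is read from the fitted curve at half-maximal effect; plate controls were peptide without protein for full effect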
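Compounds were incubated for 12 min at room temperature with a complex of 100 nM fluorescein-tagged pBACH1 decapeptide and 250 nM His-tagged BRCT protein. Buffer was phosphate pH 7.3 with EDTA, DTT and Tween 20. Disruption of binding lowers the polarization signal.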
4MU fluor = compounds fluorescent in 4-MU spectral region. compound autofluorescence, 340/450 nm, 4-MU equivalents; hits give high values. max dye-equivalent concentration, M. hit rate 11% among 59,000; in the data active = max dye-equivalent concentration above about 10 nM; inconclusive = mostly about 1.1 nM to 9.6 nM
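Compounds in 100 mM Tris, pH 8.0, sat 15 min at room temperature before fluorescence was read at 340 nm excitation/450 nm emission; a per-plate six-point 4-MU standard curve converted signals to dye-equivalent concentration at each compound concentration.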
Caspase-1 inhib = blocks human caspase-1 allosterically or competitively | P29466 | hit rate 0.03% among 75,000 | Caspase-1 enzyme, Ac-WEHD-AFC fluorogenic rate | Potency, µM (highest dose often 57.5 µM), for inactives: top-dose activity change, negative = inhibition, actives largely listed as inhibitors | AID 900;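 also: potency is read from the fitted curve at half-maximal effect; plate controls were vehicle for no effect and no substrate for full effect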
Target sequence (P29466 120-297 limits assumed): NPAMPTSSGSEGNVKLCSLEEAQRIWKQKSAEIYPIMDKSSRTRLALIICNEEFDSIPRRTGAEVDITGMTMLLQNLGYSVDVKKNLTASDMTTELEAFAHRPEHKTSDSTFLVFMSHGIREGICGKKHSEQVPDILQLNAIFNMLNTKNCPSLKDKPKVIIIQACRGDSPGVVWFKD
Target sequence (P29466 317-404 limits assumed): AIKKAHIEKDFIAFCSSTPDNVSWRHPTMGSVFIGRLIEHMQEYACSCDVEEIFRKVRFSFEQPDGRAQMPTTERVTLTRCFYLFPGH
Rhodamine fluor = compound autofluorescence in rhodamine spectral region | Rhodamine-region fluorescence, 547/598 nm, Tris buffer; hits give high values | max dye-equivalent concentration, M | hit rate 0.05% among 59,000; in the data active = max dye-equivalent concentration above about 11 nM; inconclusive = between about 1.1 nM and that limit
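Steps: pin-transfer compounds into pH 8.0 Tris (100 mM), hold 15 min at room temperature, image with a 547/598 nm filter pair, and convert intensities to rhodamine-equivalent concentration using a six-point on-plate rhodamine series.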
USP2a inhib = inhibitors of human ubiquitin-specific protease USP2a | O75604 | USP2a enzymatic assay, qHTS inhibition | Potency, µM (top dose mostly 38.3 µM), for the others: at the highest dose activity change, negative = inhibition, usual class: inhibitors | hit rate 0.1% among 60,000;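 also: potency is read from the fitted curve at half-maximal effect; nearly all actives have a fitted effect of over 60% in size; plate controls were DMSO for no effect and NEM full inhibition control for full effect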
Target sequence (O75604 whole entry, looked up): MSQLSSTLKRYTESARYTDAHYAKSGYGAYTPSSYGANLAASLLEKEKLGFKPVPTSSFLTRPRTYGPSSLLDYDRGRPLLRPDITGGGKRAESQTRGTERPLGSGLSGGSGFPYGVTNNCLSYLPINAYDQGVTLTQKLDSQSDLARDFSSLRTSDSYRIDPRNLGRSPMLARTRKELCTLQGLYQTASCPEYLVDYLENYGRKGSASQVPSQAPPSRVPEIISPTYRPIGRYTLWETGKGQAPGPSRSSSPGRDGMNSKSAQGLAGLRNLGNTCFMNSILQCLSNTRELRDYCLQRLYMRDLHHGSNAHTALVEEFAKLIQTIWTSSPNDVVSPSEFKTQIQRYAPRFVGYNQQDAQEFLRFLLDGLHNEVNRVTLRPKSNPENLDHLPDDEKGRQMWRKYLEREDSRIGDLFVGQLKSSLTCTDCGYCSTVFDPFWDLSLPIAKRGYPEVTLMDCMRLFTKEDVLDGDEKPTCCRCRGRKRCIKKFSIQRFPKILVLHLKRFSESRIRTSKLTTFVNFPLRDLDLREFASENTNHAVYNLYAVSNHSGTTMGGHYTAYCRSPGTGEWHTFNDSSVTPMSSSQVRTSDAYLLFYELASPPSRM
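Coupled readout: USP2-cleaved Ub-PLA2 (20nM final) turns over NBD C6-HPC (20uM final), Ex 460nm/Em 535nm after 2.5 h, time-zero read flagging artifacts. Enzyme (20nM final, pH 8.0 Tris) given 30 min RT with compound first; NEM defines full inhibition.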
Texas Red fluor = compounds fluorescent in Texas Red spectral region; Compound fluorescence, Texas Red channel, 547/618 nm; hits give high values; max dye-equivalent concentration, M; hit rate 0.06% among 59,000; in the data active = max dye-equivalent concentration above about 10 nM; inconclusive = between about 1.1 nM and that limit
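Pin-transferred compounds and Texas Red standards go into 100 mM Tris buffer, pH 8.0. After 15 min at room temperature, plates are imaged with 547/618 nm filters. Each value is a dye-equivalent concentration derived from the per-plate dye curve.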
Caspase-7 inhib = allosteric or competitive inhibitors of human caspase-7; hit rate 0.02% among 75,000; Potency, µM (top dose mostly 57.5 µM), for inactives: at the top dose activity change, negative = inhibition, usual class: inhibitors; recombinant caspase-7, Ac-DEVD-AFC fluorescence rate; active = well fitted inhibition curve with a large enough effect in the main read-out, with a control signal flat, not every such curve was filed as active; inconclusive = small, poorly fitted or top-dose-only effect, or a change in a side signal; also: potency is read from the fitted curve at half-maximal effect; % of control where 0% means no effect
Fluorescein fluor = compound autofluorescence in fluorescein spectral region; hit rate 0.91% among 59,000; max fluorescein-equivalent concentration, M; Compound autofluorescence, 480/540 nm, fluorescein-equivalent; hits give high values; in the data active = max fluorescein-equivalent concentration above about 10 nM; inconclusive = between about 1.1 nM and that limit
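Library compounds, added at multiple concentrations to pH 8.0 Tris buffer (100 mM), incubate 15 min at room temperature before CCD imaging at 480 nm excitation and 540 nm emission.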
Active calls of the source: *; i = inactive; ? = inconclusive; . = not tested or not shown; [ ] = dose if it differs, or a comment. Unless noted, calls follow the shape of the dose curve; as a rule, active = well fitted curve in the direction sought with a large enough effect; inconclusive = small, poorly fitted or top-dose-only effect, or another doubt; inactive = no such curve, though single readings can be large; an effect the other way counts as inactive or inconclusive. The list is partial; count on the stated rates, not on these rows.

The line under a structure holds: A350 autofl	BRCT PPI red	HEK293 cAMP ctrl	BRCT inh green	4MU fluor	Caspase-1 inhib	Rhodamine fluor	USP2a inhib	Texas Red fluor	Caspase-7 inhib	Fluorescein fluor
> C/C=C/c1ccc(OCCCn2cncn2)c(OC)c1
 : ?	-1.1%	4%	-0.6%	?	2%	i	6%	i	0%	i
> CC(C)(C)c1ccc(C(=O)NCCC(=O)NCc2ccco2)cc1
 : ?	0.9%	0%	-1.6%	i	-1%	i	8%	i	-2%	i
> c1coc(CNc2ncnc3ccccc23)c1
 : i	.	.	.	i	.	i	.	i	.	i
> O=C1CN(c2ccc(Br)cc2)C(=O)N1CC(=O)N1CCCc2ccccc21
 : i	-1.0%	-1%	1.1%	i	1%	i	37%[activator]	?	-5%	i
> CC(C)CN(C(=O)COC(=O)CCN1C(=O)c2ccccc2C1=O)C1CCS(=O)(=O)C1 (stereo unspecified)
 : i	0.7%	10%	-1.5%	i	5%	i	6%	i	0%	i
> CC1CCC(C(=O)NC(C(=O)N2CCN(c3ccccn3)CC2)C(C)C)CC1 (stereo unspecified)
 : i	-3.3%	?	0.4%	i	0%	i	-4%	i	-2%	?
> CCCc1cc(-c2[nH]ncc2-c2ccc3c(c2)OCCCO3)c(O)cc1O
 : i	0.3%	5%	-1.3%	i	-5%	i	9%	i	-6%	i
> COCCCNC(=O)c1ccccc1NS(C)(=O)=O
 : ?	-1.0%	1%	-1.1%	?	1%	i	1%	i	-1%	i
> Cc1cccc2nc(Cn3c(=O)n(CCCC(=O)NCc4ccco4)c(=O)c4ccccc43)cc(=O)n12
 : ?	-0.9%	0%	3.8%	?	-1%	i	23%	i	-5%	?
> Cn1c2c(c(=O)n(C)c1=O)CN(Cc1ccc3c(c1)OCO3)CN2
 : i	1.4%	8%	-0.2%	i	-2%	i	17%	?	-2%	i
> COc1ccc(C2CC(=O)C(C=NCCCN3CCOCC3)=C(O)C2)cc1 (stereo unspecified)
 : .	-0.5%	?	-2.1%	.	-2%	.	6%	.	-2%	.
> COc1ccccc1OCCC(=O)OCC(=O)Nc1ncc(Cl)cc1Cl
 : 3.4e-08M*	0.8%	7%	1.4%	2.9e-08M*	-1%	i	27%	i	-4%	?
> COc1cccc(-c2nc(CSCC(=O)NCC3CCCO3)c(C)o2)c1 (stereo unspecified)
 : i	-0.2%	5%	-0.9%	i	0%	i	3%	i	0%	i
> CC(=O)Nc1cccc(N2C(=O)CC(N3CCC(C(=O)N4CCCCC4)CC3)C2=O)c1 (stereo unspecified)
 : i	0.3%	-1%	-1.0%	i	3%	i	2%	?	-3%	i
> O=C(Cc1c(F)cccc1Cl)Nc1ccon1
 : i	-1.7%	3%	-2.9%	i	-1%	i	1%	i	0%	?
> Cc1ccc(C2C3=C(CC(C)(C)CC3=O)Nc3n[nH]c(C)c32)cc1 (stereo unspecified)
 : 2.9e-07M*	0.3%	-6%	-0.3%	2.1e-07M*	3%	i	3%	?	5%	?
> CCc1nn(C(C)C(=O)NCCc2ccc(OC)c(OC)c2)c(=O)c2cc3occc3n12 (stereo unspecified)
 : .	0.3%	-7%	0.0%	.	0%	.	.	.	3%	.
> COc1ccc(OCCSc2ncnc3nc[nH]c23)cc1
 : .	-0.7%	16%	1.1%	.	-2%	.	.	.	-1%	.
> Cn1cc(CN2CCN(c3ccccc3)CC2)c2ccccc21
 : i	-1.9%	13%	0.0%	i	3%	i	15%	i	0%	i
> COc1ccc2[nH]c(=O)c(CN(CCc3ccccc3)Cc3nnnn3CC3CCCO3)cc2c1 (stereo unspecified)
 : 1.1e-07M*	-3.0%	12%	-0.8%	1.1e-07M*	?	i	.	i	-23%	i
> COc1ccc(-c2ccnc(SCC(=O)N3CCOCC3)n2)cc1
 : 1e-07M*	-3.3%	-1%	-0.3%	1.1e-07M*	-12%	i	8%	i	-10%	i
> COCC(C)NC(=O)c1cccc(Cl)c1 (stereo unspecified)
 : i	-0.7%	5%	-2.9%	i	-2%	i	-6%	i	-1%	i
> CCN(CC)C(=O)CN1CCN(c2ccccc2F)CC1
 : i	0.8%	6%	-1.6%	i	1%	i	-3%	?	0%	i
> C=CCn1c(N)c(C(=O)Nc2ccccc2)c2nc3ccccc3nc21
 : 1e-08M*	.	.	.	?	.	i	.	?	.	i
> COC(=O)c1ccc(-c2ccc(CNCC(O)c3ccccc3)o2)cc1 (stereo unspecified)
 : i	-0.8%	1%	-0.9%	i	0%	i	11%	?	2%	i
> CCOc1ccc2[nH]c(=O)c(CN(Cc3ccccc3)C(=O)N3CCCC3)cc2c1
 : 8.8e-08M*	-0.1%	?	0.5%	7.4e-08M*	-1%	i	-1%	i	6%	i
> O=C(/C=C\c1ccc(O)c(O)c1)O[C@@H](Cc1ccc(O)c(O)c1)C(=O)O
 : .	-0.6%	7%	-0.1%	.	-2%	.	.	.	-3%	.
> O=C(c1ccco1)N1CCCSC1=Nc1ccccc1
 : i	0.1%	20%	-2.5%	i	0%	i	0%	?	-1%	i
> COc1ccc(C)cc1S(=O)(=O)Nc1ccc(F)c(Cl)c1
 : i	-0.2%	-18%	-2.0%	i	-2%	i	2%	i	-1%	i
> C[C@@H]1CCC2[C@@H](C)[C@@H](O)O[C@@H]3O[C@@]4(C)CC[C@@H]1[C@@]23OO4 (stereo partly specified)
 : .	1.2%	.	1.0%	.	0%	.	-5%	.	1%	.
> CN(Cc1ccccc1)C(=O)c1ccc2c(c1)OCCO2
 : .	-0.4%	?	0.4%	.	-1%	.	2%	.	-1%	.
> Cc1nc(N2CCN(c3ccccc3)CC2)nc2c1C(=O)CC(c1ccccc1)C2 (stereo unspecified)
 : ?	1.5%	?	-0.3%	1.3e-08M*	-1%	i	5%	?	0%	i
> CN1CCN(CCCCC(=O)c2ccccc2)CC1
 : i	.	.	.	i	.	i	.	i	.	i
> CC(=O)C1=C(C)NC(=O)NC1c1ccc(OC2CCCC2)cc1 (stereo unspecified)
 : i	-0.8%	5%	-3.1%	i	-1%	i	-3%	i	1%	?
> O=C(CSc1nnc(-c2ccco2)n1-c1ccccc1)NCCc1ccccc1
 : .	-0.1%	?	1.2%	.	-3%	.	7%	.	-2%	.
> Cc1ccc(C)c(N2CCN(C(=O)c3ccc(Cn4c(=O)[nH]c5ccccc5c4=O)cc3)CC2)c1
 : i	-0.5%	8%	1.5%	i	-2%	i	30%[activator]	?	-1%	i
> COc1ccccc1N1CCN(Cc2cc(Br)c(O)c3ncccc23)CC1
 : .	-0.7%	0%	-1.7%	.	-6%	.	.	.	-8%	.
> CC(=O)Nc1nc2ccccc2n1Cc1ccccc1C
 : i	1.3%	0%	-2.6%	i	-2%	i	13%	?	0%	i
> CC1(C)CC(=O)c2cnc(NCc3ccco3)nc2C1
 : i	0.6%	1%	-1.5%	i	1%	i	-2%	?	-1%	i
> COCCN1C(=O)c2ccccc2C(C(=O)NCc2ccco2)C1c1c[nH]c2ccccc12 (stereo unspecified)
 : i	-2.7%	4%	-2.3%	i	-8%	i	28%	i	-3%	?
> COc1ccc(S(=O)(=O)NC(C(C)C)C(C)C)cc1OC
 : ?	-1.3%	11%	2.2%	?	0%	i	-3%	i	1%	i
> Cn1c(Cn2c(=O)sc3ccccc32)nnc1SCC(=O)NCc1ccco1
 : .	-1.1%	?	-0.3%	.	-3%	.	.	.	-1%	.
> Cc1ccc(-c2nnn(CC(=O)N(CC(=O)NC3CCCCC3)c3cnc4ccccc4c3)n2)o1
 : i	-0.6%	17%	0.9%	i	-12%	i	34%[activator]	i	-12%	i
> O=C(Nn1cnnc1)C1Cc2ccccc2CN1S(=O)(=O)c1ccc(F)cc1 (stereo unspecified)
 : .	-1.6%	2%[11.4 µM]	-1.2%	.	2%	.	3%[7.66 µM]	.	0%	.
> CCOc1cc(N2CCOCC2)c(OCC)cc1NC(=O)c1ccc(=O)n(Cc2ccccc2)n1
 : ?	-0.9%	8%	-1.8%	i	1%	i	2%	i	7%	i
> Cc1ccc(C(O)CN2C3=NCCN3c3ccccc32)cc1 (stereo unspecified)
 : i	-0.6%	?	-0.7%	i	2%	i	5%	?	-1%	?
> CC(=O)c1ccc(N2CCN(C(=O)c3cc4c(=O)n(C)c5ccccc5c4n3C)CC2)cc1
 : .	1.5%	3%	9.4%	.	3%	.	.	.	1%	.

One compound at a time (already shown). Order of screens: A350 autofl	BRCT PPI red	HEK293 cAMP ctrl	BRCT inh green	4MU fluor	Caspase-1 inhib	Rhodamine fluor	USP2a inhib	Texas Red fluor	Caspase-7 inhib	Fluorescein fluor
Results for Cc1ccc(C)c(N2CCN(C(=O)c3ccc(Cn4c(=O)[nH]c5ccccc5c4=O)cc3)CC2)c1 : i	-0.5%	8%	1.5%	i	-2%	i	30%[activator]	?	-1%	i
Results for O=C1CN(c2ccc(Br)cc2)C(=O)N1CC(=O)N1CCCc2ccccc21 : i	-1.0%	-1%	1.1%	i	1%	i	37%[activator]	?	-5%	i
Results for COc1ccc(S(=O)(=O)NC(C(C)C)C(C)C)cc1OC : ?	-1.3%	11%	2.2%	?	0%	i	-3%	i	1%	i
Results for Cc1nc(N2CCN(c3ccccc3)CC2)nc2c1C(=O)CC(c1ccccc1)C2 (stereo unspecified) : ?	1.5%	?	-0.3%	1.3e-08M*	-1%	i	5%	?	0%	i
